# 12-hLO inh: inhibitors of human 12-lipoxygenase (ALOX12); P18054; purified 12-hLO, xylenol orange hydroperoxide absorbance; Potency, µM (doses to about 57.1 µM), inactives show top-dose activity change, negative = inhibition, hits mostly inhibitors; hit rate 0.12% among 150,000; also: potency is read from the fitted curve at half-maximal effect; nearly all actives have a fitted effect of over 55% in size; many of its hits are not listed in these tables
#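 Xylenol orange chromogenic assay: hydroperoxide from 12hLO oxidises Fe(II), giving red-shifted Fe(III)-XO absorbance. Conditions: 150 nM enzyme, 40 uM arachidonic acid, 25 mM Hepes pH 7.0, 0.01% Triton X-100, 30 min, room temperature.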
# ALOX15B inhib: blocks human 15-lipoxygenase 2 activity; Potency, µM (top dose mostly 57.1 µM), for inactives: top-dose activity change, negative = inhibition, actives largely listed as inhibitors; O15296; AID 881; purified 15hLO-2, xylenol orange hydroperoxide absorbance; hit rate 0.56% among 110,000; also: potency is read from the fitted curve at half-maximal effect; nearly all actives have a fitted effect of over 60% in size; many of its hits are not listed in these tables
#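 Read-out: hydroperoxide product oxidises ferrous iron, measured as xylenol orange complex via the 573-to-405 nm absorbance ratio after 30 min. Reaction: 50 nM enzyme, 15 min compound preincubation, 45 uM arachidonic acid, 90 min RT, Hepes pH 7.5 with Triton X-100.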
# IMPase cell inh: membrane-permeable compound that blocks inositol monophosphatase | P97697 | 120,000 tested, under 10 active | inhibition (IP1 accumulation), % at 46.1 µM | CHO-M1 cells, IP1 accumulation, HTRF TR-FRET ratio; active = well fitted curve in the direction sought with a large enough effect in the signal ratio, not every such curve was filed as active; inconclusive = small, poorly fitted or top-dose-only effect, or a change in a side signal; inactive = no such curve, though single readings can be large or run the other way; the % refers to the signal ratio;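 also: cells stimulated with carbachol in lithium chloride buffer; plate controls were DMSO basal wells for no effect and reference inhibitor wells for full effect; higher means more IMPase inhibition seen as more IP1 and lower FRET ratio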
#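 Seeded CHO-M1 cells were dosed with compound at up to 46 uM, stimulated with carbachol for 30 min, then lysed in IP-One detection reagents. Higher IP1 lowers the TR-FRET signal.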
# * hit, by the source's call; ? = inconclusive; · = no result given. Unless noted, calls follow the shape of the dose curve; as a rule, active = well fitted curve in the direction sought with a large enough effect; inconclusive = small, poorly fitted or top-dose-only effect, or another doubt; inactive = no such curve, though single readings can be large; an effect the other way counts as inactive or inconclusive. Unless noted, % is scaled to controls: 0 for no effect and ±100 for the full control effect. An excerpt. The share of hits here may be higher or lower than overall.
1: CN1CCN(c2ncc3ncc(=O)n(C)c3n2)CC1
2: Cc1cccc(-n2c(/C=C/c3ccccc3O)nc3ccccc3c2=O)c1
3: Cc1ccc(OCC(=O)Nc2ccc(Cl)cc2C(=O)c2ccccc2)c(Br)c1
4: Cc1ccc(NC(=O)Cn2cc(C(=O)c3ccccc3)c3ccccc32)cc1
5: COc1cccc(-n2c(/C=C/c3ccccc3O)nc3ccccc3c2=O)c1
6: Cc1cccc(NC(=O)Cn2cc(C(=O)c3ccccc3)c3ccccc32)c1C
7: O=C(Nc1ccc(Cl)cc1C(=O)c1ccccc1)c1ccccc1Br
8: Cc1cccc(Oc2nc3c(C)cccn3c(=O)c2/C=C(\C#N)c2nc3ccccc3s2)c1
assay / compound | 1 | 2 | 3 | 4 | 5 | 6 | 7 | 8
12-hLO inh | · | · | · | · | · | · | · | ·
ALOX15B inhib | -4% | · | · | · | · | · | · | ·
IMPase cell inh | · | -3 | -7 | 2 | 2 | 0 | 1 | ?

# Entries shown so far containing a carbonyl joined to an NH by a bond outside any ring:
3: Cc1ccc(OCC(=O)Nc2ccc(Cl)cc2C(=O)c2ccccc2)c(Br)c1
4: Cc1ccc(NC(=O)Cn2cc(C(=O)c3ccccc3)c3ccccc32)cc1
6: Cc1cccc(NC(=O)Cn2cc(C(=O)c3ccccc3)c3ccccc32)c1C
7: O=C(Nc1ccc(Cl)cc1C(=O)c1ccccc1)c1ccccc1Br
assay / compound | 3 | 4 | 6 | 7
12-hLO inh | · | · | · | ·
ALOX15B inhib | · | · | · | ·
IMPase cell inh | -7 | 2 | 0 | 1

# Given with bars between the fields: entries from further up.
cpd | Molecule | 12-hLO inh | ALOX15B inhib | IMPase cell inh
2 | Cc1cccc(-n2c(/C=C/c3ccccc3O)nc3ccccc3c2=O)c1 | · | · | -3
7 | O=C(Nc1ccc(Cl)cc1C(=O)c1ccccc1)c1ccccc1Br | · | · | 1
6 | Cc1cccc(NC(=O)Cn2cc(C(=O)c3ccccc3)c3ccccc32)c1C | · | · | 0

# (more compounds)
9: CCN(CC)C(=O)c1ccc(NC(=O)CCn2nc(-c3ccc(Cl)cc3)c3ccccc3c2=O)cc1
10: COc1ccc(CN2CCN(C(=O)COc3ccccc3)CC2)c(OC)c1
11: O=c1c2ccccc2nc(/C=C/c2ccccc2F)n1-c1cccc(O)c1
12: CCCCC/C=C\C/C=C\C/C=C\C/C=C\CCCC(=O)NC(C)C(=O)O (stereo unspecified)
13: CCCCC/C=C\C/C=C\CCCCCCCCCC(=O)NCCO
14: CCCCC/C=C\C/C=C\C/C=C\CCCCC(=O)NCCO
15: CC/C=C\C/C=C\C/C=C\C/C=C\C/C=C\CCCC(=O)NCCc1ccc(O)c(O)c1
16: CCCCC/C=C\C[C@@H](/C=C/C=C\C/C=C\CCCC(=O)O)OO
17: CCCCCCCCCCCCCCCCOC[C@@H](COP(=O)([O-])OCC[N+](C)(C)C)OC(C)=O
assay / compound | 9 | 10 | 11 | 12 | 13 | 14 | 15 | 16 | 17
12-hLO inh | · | · | · | 2% | 5% | 2% | -26% | -3% | 2%
ALOX15B inhib | · | · | · | · | · | · | · | · | ·
IMPase cell inh | 3 | -10 | 5 | · | · | · | · | · | ·
